RNase H inhibition – RNase H inhibition, HIV 1 Gag Pol polyprotein, FRET biochemical assay, screening (AID 372) | HIV-1 RT RNase H, FRET RNA/DNA substrate fluorescence; higher % means a stronger effect | inhibition, % at 10 µM; hits with a dose series show IC50 in µM | actives 0.77% (n = 100,000); in the data active = inhibition above about 50%
* marks the source's active call; other numbers are inactive results.

#	Structure	RNase H inhibition
1	COc1ccc(COC(=O)C2=C(C)NC3=C(C(=O)CC(C)(C)C3)C2c2ccccc2)cc1 (stereo not given)	23.0%
2	CC12CC3CC(C1)CC(NC(=O)c1ccccn1)(C3)C2	0.0%
3	COc1cccc(NC(=O)CN(c2ccc(C)cc2)S(C)(=O)=O)c1	1.0%
4	COc1ccc(C(=O)Nc2nc(C34CC5CC(CC(C5)C3)C4)cs2)cc1	21.0%
5	O=C(N/N=C\c1ccccn1)c1ccc(=O)[nH]n1	1.0%
6	CCOc1c(C=C2C(=O)NC(=S)NC2=O)cccc1OC	18.0%
7	COC(=O)c1c(NC(=O)c2c(-c3ccccc3)noc2C)sc2c1CCCCC2	28.0%
8	CC(C)(C)OC(=O)N1CC(O)CC1C(=O)OCC(=O)c1ccc(-c2ccccc2)cc1 (stereo not given)	8.0%
9	Cc1ccc(C)c(OCCn2cc(/C=C3\SC(=S)NC3=O)c3ccccc32)c1	15.0%
10	O=C(Nc1ccccc1I)c1ccc(Cl)cc1	3.0%
11	Cc1ccc(S(N)(=O)=O)cc1NC(=O)c1ccc(Cl)cc1[N+](=O)[O-]	0.0%
12	COc1nc(NS(=O)(=O)c2ccc(N)cc2)nc(N(C)C)n1	2.0%
13	CCOc1cc(/C=C2\SC(N)=NC2=O)ccc1OCCOc1ccc(C(C)(C)C)cc1	45.0%
14	CC1(C)Cc2ccccc2-c2nnc(C(F)(F)F)n21	20.0%
15	O=C(c1cccc([N+](=O)[O-])c1)N1CCc2ccccc2C1	2.0%
16	C=CCN1C(=O)/C(=C\c2ccc(-c3ccc(OC)cc3[N+](=O)[O-])o2)C(=O)NC1=S	24.0%
17	CC(=O)ONC(=NCc1ccccc1)c1nonc1N	0.0%
18	O=C1C2ON(c3ccc(Cl)cc3)C(c3ccccc3)C2C(=O)N1Cc1ccccc1 (stereo not given)	8.0%
19	C/C(=N\Nc1nnc2c(n1)[nH]c1ccc(C)cc12)c1ccc(O)cc1	14.0%
20	COc1ccc(/C=C/C(=O)Nc2ccc(NC(=O)c3cc4ccccc4o3)c(OC)c2)cc1	29.0%
21	COc1ccc(OCc2nc(-c3cccnc3)no2)cc1	0.0%
22	CCCn1c(O)c(N=NC(=O)c2cc(C)[nH]n2)c2cc(Br)ccc21	6.0%
23	C=CCc1cccc2cc(C(=O)Nc3ccc(S(N)(=O)=O)cc3)c(=O)oc12	2.0%
24	COc1cccc(N2C(=O)/C(=C/c3ccc4c(c3)OCO4)SC2=S)c1	0.0%
25	CCC(CC)=NNC(=O)C(=O)NCc1ccccc1	7.0%
26	O=C(CNC(=O)c1ccc(Br)cc1)c1ccc(-c2ccccc2)cc1	14.0%
27	O=C(NCCc1c[nH]c2ccccc12)/C(=C/c1cccc([N+](=O)[O-])c1)NC(=O)c1ccccc1	18.0%
28	COc1ccc(C(=O)NC(=S)Nc2ccc3nn(-c4ccc(C)c(Cl)c4)nc3c2)cc1[N+](=O)[O-]	17µM*
29	Cc1ccccc1/C=N/NC(=O)Cn1nnc2ccccc21	15.0%
30	O=C(Nc1ccc(-c2nc3ccccc3o2)cc1)c1ccccc1I	10.0%
31	COC(=O)CN(c1ccc(OC)c(Cl)c1)S(C)(=O)=O	4.0%
32	CN1C(=C2C=C(C(C)(C)C)C(=O)C(C(C)(C)C)=C2)N(C)c2ccccc21	4.0%
33	O=C(Nc1ccc2oc(-c3cccc(F)c3)nc2c1)c1sc2ccccc2c1Cl	52.0%*
34	CCOC(=O)c1c(NC(=O)c2c(-c3ccccc3)noc2C)sc2c1CCC(CC)C2 (stereo not given)	22.0%
35	O=C(Nc1cc(Cl)ccn1)C1CC1(c1ccccc1)c1ccccc1 (stereo not given)	11.0%
36	NS(=O)(=O)c1ccc(N/C=C/C(=O)c2ccccc2)cc1	18.0%
37	CC(C)(C)c1ccc(C(=O)N/N=C/c2ccc(O)cc2O)cc1	8.0%
38	O=C1NC(c2ccc(F)cc2)/C(=C(/O)c2ccc(Cl)cc2)C1=O (stereo not given)	4.0%
39	Cc1ccc(C2(C)CC(C)(C)N(C(=O)C3CCCO3)c3ccccc32)cc1 (stereo not given)	16.0%
40	Clc1cccc(C2N(c3ccccc3)CCN2c2ccccc2)c1	19.0%
41	CC(C)(C)NC(=O)/C(=C\c1cccs1)NC(=O)c1cccs1	0.0%
42	O=C(CSc1n[nH]c(-c2ccccc2)n1)c1ccc(F)cc1	10.0%
43	Cc1ccc(C)c(N2C(=O)CC(Cc3ccc(Br)cc3)C2=O)c1 (stereo not given)	11.0%
44	CNC(=O)C(=O)Nc1ccc(Cl)c(Cl)c1	1.0%
45	Ic1cccc(-c2nc(-c3ccccn3)no2)c1	23.0%
46	O=C(Nc1ccc2nn(-c3ccc(F)cc3)nc2c1)c1ccc(Br)o1	9.0%
47	Cc1ccc(-n2c(C)cc(/C=C3\SC(=O)NC3=O)c2C)cc1[N+](=O)[O-]	8.0%
48	CC(Oc1ccccc1)C(=O)NC1CCCCC1 (stereo not given)	6.0%
49	COc1ccc(-c2nnc(NC(=O)c3ccccc3F)s2)cc1	8.0%
50	CCOc1ccc(/C=C/C(=O)c2ccccc2)cc1OC	4.0%
51	CC1=C(C(=O)Nc2ccc(F)cc2)C(c2ccc(Cl)cc2)C2=C(CC(c3ccccc3)CC2=O)N1 (stereo not given)	4.0%
52	CCSc1nc2ccc(N)cc2s1	2.0%
53	Cc1cc(C=O)c(C)n1-c1ccc(Cl)c(Cl)c1	13.0%
54	COc1cccc(NC(=O)CN(c2ccc([N+](=O)[O-])cc2)S(=O)(=O)c2ccccc2)c1	15.0%
55	Cc1nc2cc(N=Cc3ccc(N(C)C)cc3)ccc2n1Cc1ccccc1	6.0%
56	Brc1ccc(OCCCCCCN2CCCCC2)cc1	12.0%
57	O=C(c1cccc(F)c1)N1CCN(c2ccc(F)cc2)CC1	1.0%
58	Cc1cc(/C=C2\C(=O)NC(=O)N(c3cccc(F)c3)C2=O)c(C)n1-c1cccc([N+](=O)[O-])c1	25.0%
59	O=C(COC(=O)C1CCN(S(=O)(=O)c2cccc3cccnc23)CC1)c1ccc(F)cc1	9.0%
60	CCCOc1cccc(C(=O)Nc2nc(-c3ccc(F)cc3F)cs2)c1	5.0%

(next part)
#	Structure	RNase H inhibition
61	Cc1ccc(C)c(OCCOCCNCCN)c1C	9.0%
62	CCOC(=O)C1CCN(Cc2ccc(OC)c(O)c2)CC1	4.0%
63	CCOC(=O)c1c(NC(=O)c2cccs2)sc2c1CCC(C)C2 (stereo not given)	15.0%
64	Clc1cccc(OCCCN2CCCCC2)c1Cl	5.0%
65	O=C(N/N=C/c1cc2c(cc1Br)OCO2)/C(=C/c1ccc([N+](=O)[O-])cc1)NC(=O)c1ccccc1	2.0%
66	O=C(NN=C1CCC(=NNC(=O)c2ccc([N+](=O)[O-])cc2)CC1)c1ccc([N+](=O)[O-])cc1	15.0%
67	CCOC(=O)C1=C(C)N=c2s/c(=C/c3cc(OC)c(OC)c(OC)c3)c(=O)n2C1c1ccc2c(c1)OCO2 (stereo not given)	0.0%
68	CCCSc1nnc2c(n1)OC(C(=O)c1ccc(Br)cc1)Nc1ccccc1-2 (stereo not given)	9.0%
69	CN(CCc1ccccn1)Cc1ccc(F)c(Br)c1	13.0%
70	CCN(CC)C(=O)Oc1ccc(Cl)c2cccnc12	6.0%
71	Cc1nonc1-c1cn2cc(Cl)ccc2n1	8.0%
72	CCOc1ccc(NC(=O)c2cccc(Oc3ccccc3)c2)c([N+](=O)[O-])c1	0.0%
73	O=c1oc2cc([N+](=O)[O-])ccc2nc1/C=C(\O)c1cccc(Br)c1	12.0%
74	O=C(O)c1ccc(NC(=O)c2ccc(Cl)cc2)cc1	5.0%
75	Cc1cc(C(=O)Nc2cccc(NC(=O)c3ccc(Cl)cc3Cl)c2)ccc1[N+](=O)[O-]	14.0%
76	COc1ccc(/C=C/C(=O)OCc2ccc([N+](=O)[O-])cc2)cc1S(=O)(=O)NCC1CCCO1 (stereo not given)	13.0%
77	CCOCCOC(=O)c1ccc(NC(=O)COc2ccc(C)cc2Br)cc1	9.0%
78	COCCOC(=O)c1ccc(NC(=O)COc2ccc(C)cc2)cc1	13.0%
79	COc1ccc(CCNC(=O)c2sc3cc(C)ccc3c2Cl)cc1	15.0%
80	CCOC(=O)c1c(NC(=O)CN2CCOCC2)sc2c1CCC/C2=N\O	19.0%
81	Clc1ccccc1-c1nnc(SCc2ccccc2)o1	11.0%
82	CCCCn1c(O)c(C2=c3ccccc3=NC2=O)sc1=S	10.0%
83	CCOCCOC(=O)C1=C(C)NC2=C(C(=O)CCC2)C1c1cccc(OC)c1 (stereo not given)	8.0%
84	COc1ccc([N+](=O)[O-])cc1NCc1ccc(OC)c(OC)c1OC	25.0%
85	Cc1ccccc1-c1cc(=O)oc(-c2ccc(Br)cc2)n1	13.0%
86	Cc1cc(OCC(=O)Nc2cc([N+](=O)[O-])ccc2F)ccc1Cl	8.0%
87	O=[N+]([O-])c1ccc(N2CCN(S(=O)(=O)c3ccc(F)cc3)CC2)cc1	2.0%
88	COc1ccccc1OCCOc1ccccc1C	3.0%
89	CCOC(=O)c1c(NC(=O)CN(CC)CC)sc2c1CCC(C)C2 (stereo not given)	33.0%
90	CC(=O)c1ccc(NC(=O)c2cc3nc4c(c(C(F)(F)F)n3n2)CCc2ccccc2-4)cc1	15.0%
91	Cc1cc(/C=C2/NC(=S)NC2=O)c(C)n1-c1cccnc1	1.0%
92	Cc1ccc(NC(=O)CCCOc2ccccc2)c(Br)c1	47.0%
93	Cc1ccc(NC(=O)COc2ccc(Br)cc2)c(Br)c1	16.0%
94	CC(=O)c1sc(NC(=O)c2cccc([N+](=O)[O-])c2)nc1C	4.0%
95	CC1=C(C(=O)OC(C)C)C(c2ccc(Cl)c(Cl)c2)C2=C(CCCC2=O)N1 (stereo not given)	6.0%
96	Cc1cc(NC(=O)CC23CC4CC(CC(C4)C2)C3)no1	6.0%
97	C=CCc1cccc2cc(C(=O)Nc3ccc([N+](=O)[O-])cc3C)c(=O)oc12	12.0%
98	COc1ccc(CCN2C(=O)C3C4c5ccccc5C(C)(c5ccccc54)C3C2=O)cc1OC (stereo not given)	7.0%
99	O=C(CNc1cccc(Br)c1)c1ccc([N+](=O)[O-])cc1	3.0%
100	O=C(Oc1ccccc1Br)c1cccs1	0.0%
101	Cc1cc([N+](=O)[O-])ccc1N/C=C1\CCCCC1=O	8.0%
102	COC(=O)C1=C(C)NC2=C(C(=O)CCC2)C1c1ccc(Cl)cc1Cl (stereo not given)	9.0%
103	Cc1n(C)c2ccccc2[n+]1C	0.0%
104	COc1cc(C(=S)N2CCOCC2)cc(OC)c1OC(=O)c1ccc(Br)cc1	14.0%
105	COC(=O)c1ccc(/C=c2\sc3nc(-c4ccc(C)cc4)nn3c2=O)cc1	5.0%
106	Cc1ccc(-c2nc(Nc3cccc(Cl)c3)sc2C)cc1	17.0%
107	O=C(CCSc1nc2ccccc2s1)Nc1ccccc1C(F)(F)F	13.0%
108	CCc1ccc(-c2cc(C(=O)Nc3nccs3)c3ccccc3n2)cc1	9.0%
109	C=CCN1C(=O)/C(=C\c2ccc(-c3cccc(C(=O)O)c3)o2)C(=O)NC1=S	25.0%
110	CCn1c(C)nc2cc(S(N)(=O)=O)ccc21	15.0%
111	O=C1CSC(=O)N1c1ccc(O)cc1	11.0%
112	CC1=C(C)CC2C(=O)N(c3ccc(C)c([N+](=O)[O-])c3)C(=O)C2C1 (stereo not given)	15.0%
113	COc1ccc(/C=c2\sc3n(c2=O)CN(c2cccc(C(F)(F)F)c2)CN=3)cc1OC	12.0%
114	Nc1ncnc2ncc3c4ccccc4[nH]c3c12	2.0%
115	O=C(Nc1ccc2oc(-c3ccncc3)nc2c1)C(c1ccccc1)c1ccccc1	27.0%
116	C=CCN1C(=O)/C(=C\c2ccc(OS(=O)(=O)c3ccccc3[N+](=O)[O-])c(OCC)c2)SC1=S	12.0%
117	CCOC(=O)C1=CN(c2ccc(F)cc2)C=C(C(=O)OCC)C1c1ccc(F)cc1	15.0%
118	COc1cc(C(=O)N/N=C/c2ccc(OC)c(OC)c2OC)cc(OC)c1OC	0.0%
119	CCOC(=O)C1=C(C)N=c2s/c(=C/c3cccc(Cl)c3Cl)c(=O)n2C1c1ccccc1 (stereo not given)	4.0%
120	O=C1/C(=C/c2cc(I)cc(I)c2OCc2ccccc2)Sc2ccccc21	25.0%

Random excerpt: seven compounds from above, in no set order.
#	Structure	RNase H inhibition
98	COc1ccc(CCN2C(=O)C3C4c5ccccc5C(C)(c5ccccc54)C3C2=O)cc1OC (stereo not given)	7.0%
94	CC(=O)c1sc(NC(=O)c2cccc([N+](=O)[O-])c2)nc1C	4.0%
111	O=C1CSC(=O)N1c1ccc(O)cc1	11.0%
103	Cc1n(C)c2ccccc2[n+]1C	0.0%
114	Nc1ncnc2ncc3c4ccccc4[nH]c3c12	2.0%
105	COC(=O)c1ccc(/C=c2\sc3nc(-c4ccc(C)cc4)nn3c2=O)cc1	5.0%
96	Cc1cc(NC(=O)CC23CC4CC(CC(C4)C2)C3)no1	6.0%

Next records follow.
#	Structure	RNase H inhibition
121	CCOc1ccc(N(CC(=O)N2CCCC2)S(=O)(=O)c2ccc(Cl)cc2)cc1	16.0%
122	COc1ccc(N2C(=O)NC(=O)/C(=C/c3cc(Br)cc(OC)c3O)C2=O)cc1	16.0%
123	CCOc1ccc(/C=C2\C(=O)NC(=S)N(c3ccccc3C)C2=O)cc1Cl	7.0%
124	CCCCCC(=O)N/N=C(/C)c1ccccn1	10.0%
125	COc1ccc(C2CC(=O)C3=C(C2)Nc2ccccc2N(C(C)=O)C3c2ccc(OC)c(OC)c2)cc1 (stereo not given)	11.0%
126	CN(C)c1ccc(NC(=O)/C=C/c2ccccc2Cl)cc1	30.0%
127	Clc1cccc(/C=N/Nc2ncc(Br)cn2)c1	6.0%
128	CCOC(=O)C(=CNc1ccc(O)cc1)C(=O)OCC	6.0%

Compounds above with a COOH group, in the order listed:
#	Structure	RNase H inhibition
74	O=C(O)c1ccc(NC(=O)c2ccc(Cl)cc2)cc1	5.0%
109	C=CCN1C(=O)/C(=C\c2ccc(-c3cccc(C(=O)O)c3)o2)C(=O)NC1=S	25.0%

Compound activity from PubChem BioAssay.

Not all compounds are listed (hit frequency here may not be typical).
